From PubChem BioAssay
BRCA1 expr up – increases BRCA1 expression; actives 1.1% (n = 380,000); Potency, µM (doses to about 46.1 µM), for the others: at the highest dose activation, most hits filed as activators; AID 624202; MCF7-BRCA1-FFLuc reporter, luminescence, 48 h; response scale: scaled: vehicle 0%, 10 µM genistein 100%; further: potency means the concentration at half of the fitted maximal effect; nearly all actives have a fitted effect of over 80% in size; some results filed as inactive show a strong effect at the top dose
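48 h compound treatment of MCF7-BRCA1-FFLuc cells (phenol-red free MEM, 37 °C), then 15 min with luciferase substrate and luminescence imaging.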
Integrin act MD – activators of alpha7 integrin expression for muscular dystrophy | Potency, µM (top dose mostly 38.3 µM), without a hit: at the highest dose activation, most hits filed as activators | actives 0.064% (n = 350,000) | alpha7betagal myoblasts, beta-gal FDG fluorescence, 48 h;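 further: potency means the concentration at half of the fitted maximal effect; 100% = response of the positive control SU9516; nearly all actives have a fitted effect of over 60% in size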
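alpha7betagal+/- myoblasts (passage 13, 250/well) treated 48 h at 37C with compounds at 1:260 dilution of DMSO stock. Lysed, then beta-galactosidase activity read as FDG fluorescence (ex 480/em 540) after 30 min, with pre-read for autofluorescence.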
TRPV1 agonist – agonists of human vanilloid receptor 1 (TRPV1). Q8NER1. AID 540275. activation, % at 8.33 µM. actives 0.19% (n = 320,000). TRPV1-expressing cells, Fluo-8 calcium influx, agonist mode; in the data active means activation above about 80%; inconclusive means between about 30% and that limit; further: 0% is about no effect
Target sequence (Q8NER1 whole entry, looked up): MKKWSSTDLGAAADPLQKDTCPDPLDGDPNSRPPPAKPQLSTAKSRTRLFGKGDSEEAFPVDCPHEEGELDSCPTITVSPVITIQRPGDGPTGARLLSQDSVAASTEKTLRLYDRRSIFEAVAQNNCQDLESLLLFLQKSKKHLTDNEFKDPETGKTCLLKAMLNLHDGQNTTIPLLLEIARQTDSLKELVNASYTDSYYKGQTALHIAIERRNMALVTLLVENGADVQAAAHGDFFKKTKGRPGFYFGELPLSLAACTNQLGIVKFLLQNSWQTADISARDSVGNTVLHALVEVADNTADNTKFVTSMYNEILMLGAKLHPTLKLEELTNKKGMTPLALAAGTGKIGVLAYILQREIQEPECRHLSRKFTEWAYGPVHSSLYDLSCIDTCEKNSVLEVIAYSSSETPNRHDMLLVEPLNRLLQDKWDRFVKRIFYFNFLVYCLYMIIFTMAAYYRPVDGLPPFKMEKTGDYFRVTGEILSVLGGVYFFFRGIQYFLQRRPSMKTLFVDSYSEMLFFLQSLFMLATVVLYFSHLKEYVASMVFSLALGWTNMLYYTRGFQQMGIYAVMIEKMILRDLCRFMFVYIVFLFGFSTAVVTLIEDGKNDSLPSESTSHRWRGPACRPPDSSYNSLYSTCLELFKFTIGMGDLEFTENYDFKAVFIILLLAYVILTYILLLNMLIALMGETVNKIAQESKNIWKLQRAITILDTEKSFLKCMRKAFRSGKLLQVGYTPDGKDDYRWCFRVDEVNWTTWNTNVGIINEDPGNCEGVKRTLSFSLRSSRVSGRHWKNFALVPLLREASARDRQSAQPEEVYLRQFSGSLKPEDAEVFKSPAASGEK
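Cells expressing TRPV1 were dye-loaded with Fluo-8 and read kinetically: 10 s baseline, 3 min after compound (agonist portion), then 2 min after EC20 capsaicin (allosteric enhancer portion). Calcium-bound dye fluorescence at 480/520 nm.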
* marks the source's active call; other numbers are inactive results; ? = inconclusive; / = no result given; & = joins results of further samples; [ ] = remark or other dose. Unless noted, the call rests on the fitted dose curve; in most records, active means well fitted activation curve with a large enough effect; inconclusive means small, poorly fitted or top-dose-only effect; inactive means no such curve, though single readings can be large or run the other way. An excerpt; the hit share may differ from the screen's.

Value order: BRCA1 expr up, Integrin act MD, TRPV1 agonist
> Cc1cc(C)c(S(=O)(=O)Nc2cccc3cccnc23)c(C)c1
→ -51%, /, 0
> O=S(=O)(Nc1cccnc1)c1cccc2ccccc12
→ 0%, /, 2
> CC(C)OC(=O)c1c(-c2ccccc2)c(-c2ccccc2)nn(C)c1=O
→ -25%, /, ?
> CN1CCc2c(sc(NC(=O)CSc3ccccc3)c2-c2nc3ccccc3s2)C1
→ -21%, /, ?
> Cc1ccc2c(CC(=O)Nc3c(C(=O)c4ccc(F)cc4)oc4ccccc34)coc2c1C
→ 15%, /, 2
> CCCCCC(=O)N1c2ccccc2C(C)(c2ccccc2)CC1(C)C (configuration not stated)
→ 6%, /, 17
> Cc1nn(C(=O)c2cccc([N+](=O)[O-])c2C)c(C)c1S(=O)(=O)N1CCCCCC1
→ 24%, /, -3
> O=S(=O)(O)c1c(NS(=O)(=O)c2ccccc2)ccc2ccccc12
→ -23%, /, 4
> Cc1cccc(OCCCn2c(CCNC(=O)C3CCCCC3)nc3ccccc32)c1
→ -16%, /, 24
> Cc1ccc(NS(=O)(=O)c2ccccc2)c(C)c1
→ 0%, /, -3
> Oc1ccc(Br)cc1C1C=C(c2ccc3c(c2)OCO3)NC(c2ccc(F)c(Br)c2)N1 (configuration not stated)
→ -15%, /, 11
> COc1cc(C2C(C(=O)Nc3ccccc3C)=C(C)Nc3nc(SCc4cc(C)ccc4C)nn32)ccc1O (configuration not stated)
→ -2%, /, -3
> Cc1cc(C)c2nc(N(Cc3cccnc3)C(=O)CCS(=O)(=O)c3ccccc3)sc2c1
→ 17%, /, -6
> CCC(=O)N1CCc2cc(CNS(=O)(=O)c3cc(OC)ccc3OC)ccc21
→ 0%, /, -1
> Cc1cc(C)cc(OCCn2c(CCNC(=O)C3CCCCC3)nc3ccccc32)c1
→ 11%&6%, /, 1
> O=C(NCCc1ccccc1)c1ccccc1C(F)(F)F
→ ?, 17%, /
> COc1cc(CNC[C@H]2O[C@@H](n3cc(C)c(=O)[nH]c3=O)C[C@@H]2O)ccc1OCc1cccc(Cl)c1
→ -8%, -7%, /
> COc1cccc(Nc2ncnc3ccc(Br)cc23)c1
→ -27%, 2%, /
> COc1ccc(-c2ccc(CN3C(CC(C)C)C(=O)N(Cc4cn(CC5CCCCC5)nn4)CCS3(=O)=O)cc2)cn1 (configuration not stated)
→ -63%, -59%, /
> O=C1NC(Cc2ccccc2)c2nc3cc(F)c(F)cc3c(=O)n2-c2cc3ccccc3cc21 (configuration not stated)
→ -31%, -36%, /

Five compounds out of the list, ordered by length of the SMILES, descending.
Value order: BRCA1 expr up, Integrin act MD, TRPV1 agonist
> COc1cc(C2C(C(=O)Nc3ccccc3C)=C(C)Nc3nc(SCc4cc(C)ccc4C)nn32)ccc1O (configuration not stated)
→ -2%, /, -3
> O=C1NC(Cc2ccccc2)c2nc3cc(F)c(F)cc3c(=O)n2-c2cc3ccccc3cc21 (configuration not stated)
→ -31%, -36%, /
> Oc1ccc(Br)cc1C1C=C(c2ccc3c(c2)OCO3)NC(c2ccc(F)c(Br)c2)N1 (configuration not stated)
→ -15%, /, 11
> CCC(=O)N1CCc2cc(CNS(=O)(=O)c3cc(OC)ccc3OC)ccc21
→ 0%, /, -1
> O=C(NCCc1ccccc1)c1ccccc1C(F)(F)F
→ ?, 17%, /

Later entries.
Value order: BRCA1 expr up, Integrin act MD, TRPV1 agonist
> C[C@H]1CN([C@@H](C)CO)C(=O)CCCn2nncc2CO[C@@H]1CN(C)S(=O)(=O)c1ccc(-n2cccn2)cc1
→ -5%, 7%, /
> COc1cccc(CN(C)C(=O)C2CCCN(C(=O)c3ccc(Cl)cc3)C2)c1 (configuration not stated)
→ 2%, -8%, /
> NC(=S)NN=Cc1ccc(OC(=O)COc2cc(Cl)c(Cl)cc2Cl)cn1
→ -60%, -52%[inhibitor], /
> Cc1oc(-c2ccc(F)cc2F)nc1CN1CCN(C(=O)c2ccco2)CC1
→ -10%, 2%, /
> COCCCN1C(=O)C(CC(=O)NCc2ccco2)CC(C(=O)N2CCOCC2)=C1C (configuration not stated)
→ 9%, -8%, /
> CCC[C@H]1CN(c2ccc(Br)cc2)C(=O)[C@@H]1CC(=O)Nc1ccccc1
→ 0%, 6%, /
> COc1ccc(C2CCCCC2SCC(=O)O)cc1OC (configuration not stated)
→ 10%, 25%, /
> COc1ccccc1-c1ccc([C@@H]2C[C@H]3[C@@H](CN2)CON3C)cc1
→ -5%, -3%, /
> Cc1cc(Nc2ccc(C)c(C)c2)n2ncnc2n1
→ -42%, 3%, /
> CN1OC[C@@H]2CN(S(=O)(=O)c3cccc(C(F)(F)F)c3)[C@H](c3ccc(-c4cccnc4)cc3)C[C@@H]21
→ -2%, -4%, /

Additional records follow:
| SMILES | BRCA1 expr up | Integrin act MD | TRPV1 agonist |
| --- | --- | --- | --- |
| C[C@@H]1CN([C@H](C)CO)C(=O)CCCn2cc(nn2)CO[C@H]1CN(C)S(=O)(=O)c1cccc(C#N)c1 | -6% | -4% | / |
| CCN(CC(=O)Nc1ccc(C#N)cc1)CC(=O)Nc1ccc2c(c1)OCCO2 | -29% | -19% | / |
| COc1ccc(C2CC(=O)Nc3cc(OC)c(OC)cc32)cc1 (configuration not stated) | -5% | 9% | / |
| COc1cccc(N2CCN(C(=O)c3cccc(S(=O)(=O)N4CCCC4)c3)CC2)c1 | 14% | -5% | / |
| CC(=O)NC1CC2CCCC(C1)N2C(=O)Nc1c(C)cccc1C (configuration not stated) | 1% | 15% | / |
| Cc1ccc(S(=O)(=O)N2C[C@H]3N(C(=O)OC(C)C)N(C(=O)OC(C)C)C[C@H](OC(=O)Nc4c(C)noc4C)[C@@]3(O)C2)cc1 | 7% | -14% | / |
| COc1ccccc1S(=O)(=O)N(C)C[C@@H]1OCc2cnnn2CCCC(=O)N([C@H](C)CO)C[C@H]1C | -1% | 5% | / |
| CCCCN(C(=O)c1cc(S(=O)(=O)N2CCOCC2)ccc1N1CCOCC1)c1ccccc1 | -26% | -24% | / |
| CC(C)CC1C(=O)N(Cc2cn(CCC3OCCO3)nn2)CCS(=O)(=O)N1Cc1ccc(-c2cccc(CO)c2)cc1 (configuration not stated) | 1% | 14% | / |
| COc1ccccc1NC(=O)N(C)C[C@@H]1OCc2cn(nn2)CCCC(=O)N([C@@H](C)CO)C[C@H]1C | 17% | -13% | / |
| COc1cc(C(C)=O)ccc1OCC(=O)N1CCCC1c1ccc2c(c1)OCCCO2 (configuration not stated) | -4% | -23% | / |
| C[C@@H]1CN([C@H](C)CO)S(=O)(=O)c2ccc(C#CC3CCCC3)cc2O[C@H]1CN(C)C(=O)Cc1ccccc1 | -80% | -43% | / |
| CCCC1NC(=O)c2cccnc2-n2c1nc1cc(C)cc(C)c1c2=O (configuration not stated) | 4% | 8% | / |
| Cc1ccc(OCC(=O)NNC(=O)c2ccc(F)c(S(=O)(=O)N3CCOCC3)c2)cc1C | 0% | -16% | / |
| C[C@H]1CN([C@@H](C)CO)C(=O)CCCn2nncc2CO[C@H]1CN(C)C(=O)CCC(F)(F)F | 1% | -6% | / |
| CC(C)(C)NC(=S)N1CCC2CC1c1c(Cl)cccc12 (configuration not stated) | 9% | 3% | / |
| Cc1ccc(S(=O)(=O)NCc2ccccc2)cc1C(=O)NCC(=O)Nc1c(C)cccc1C | 3% | -7% | / |
| C(=Nn1cnnc1)c1ccc2c(c1)CCC2 | 3% | 1% | / |
| Cc1cc2cc3c(=O)[nH]c(=O)cc-3n(CC(O)C(O)C(O)CO)c2cc1C (configuration not stated) | -9% | -12% | / |
| COc1ccc([C@H]2N[C@]3(CCCN(Cc4cccn4C)C3=O)[C@H]3C(=O)N(Cc4ccccc4)C(=O)[C@@H]23)cc1 | -1% | -1% | / |
| CN(CC(=O)Nc1cccc(S(=O)(=O)N(C)c2ccccc2)c1)Cc1cccs1 | -4% | -1% | / |
| COC(=O)N(C)C[C@H]1OCc2cnnn2CCCC(=O)N([C@@H](C)CO)C[C@@H]1C | 8% | 7% | / |
| COc1ccc(NC(=O)CSc2nnnn2-c2cccc(OC)c2)cc1 | -4% | -11% | / |
| CN(CC(=O)Nc1ccc(Cl)c(C(F)(F)F)c1)S(=O)(=O)c1cnc[nH]1 | -1% | 4% | / |
| COc1ccc(NC(=O)N(C)C[C@@H]2OCc3cnnn3CCCC(=O)N([C@@H](C)CO)C[C@H]2C)c(OC)c1 | 13% | 1% | / |
| Cc1ccc(S(=O)(=O)N2C[C@H]3[C@H]4C(=O)N(c5ccccc5)C(=O)[C@H]4C[C@H](OC(=O)NCc4ccccc4)[C@@]3(O)C2)cc1 | 6% | -2% | / |
| Cc1ccc(O)c(Cc2cc(C)cc(Cc3cc(C)ccc3O)c2O)c1 | -77% | -31% | / |
| C[C@H](CO)N1C[C@H](C)[C@H](CN(C)C(=O)Nc2ccc(F)cc2)OCc2cnnn2CCCC1=O | -2% | 24% | / |
| COCCn1c(=S)[nH]c2cc(C(=O)N3CCN(C4CCCCC4)CC3)ccc2c1=O | -2% | -12% | / |
| Cc1ccc([C@H]2C[C@@H](O)[C@H](n3cc(C4CC4)nn3)CN2C(=O)c2cccs2)cc1 | 9% | -1% | / |

2 of the compounds above, with each value named:
COCCn1c(=S)[nH]c2cc(C(=O)N3CCN(C4CCCCC4)CC3)ccc2c1=O
  BRCA1 expr up: -2%
  Integrin act MD: -12%
  TRPV1 agonist: /
C[C@H](CO)N1C[C@H](C)[C@H](CN(C)C(=O)Nc2ccc(F)cc2)OCc2cnnn2CCCC1=O
  BRCA1 expr up: -2%
  Integrin act MD: 24%
  TRPV1 agonist: /

Continued.
| SMILES | BRCA1 expr up | Integrin act MD | TRPV1 agonist |
| --- | --- | --- | --- |
| C[C@H]1CN([C@@H](C)CO)C(=O)c2cc(C#CCC3CCCC3)cnc2O[C@@H]1CN(C)C(=O)CC1CC1 | -5% | -19% | / |
| CCN1C(=O)[C@H]2[C@@H](c3ccc(C(F)(F)F)cc3)N[C@]3(CCCN(Cc4ccco4)C3=O)[C@H]2C1=O | -11% | 1% | / |
| COc1ccccc1N1CC(C(=O)OC(C)C(=O)Nc2ccc(F)cc2)CC1=O (configuration not stated) | -3% | -5% | / |
| CCN1C(=O)[C@H]2[C@@H](c3ccc(C)cc3)N[C@]3(CCCN(Cc4ccc(C(F)(F)F)cc4)C3=O)[C@H]2C1=O | 9% | -6% | / |
| CCOC(=O)C1CCN(C(=O)CCn2c(=O)oc3ccccc32)CC1 | 6% | 14% | / |
| COc1cc(C(C)=O)ccc1OC(=O)N1CCOCC1 | -12% | 4% | / |
| O=C1C=C(c2ccccc2Oc2ccccc2)C[C@@H](c2ccc(F)cc2)C1 | 0% | -23% | / |
| O=C(Cn1cc(C(F)(F)F)ccc1=O)Nc1ccc2c(c1)OCO2 | 6% | 24% | / |
| CCOC(=O)c1c(NC(=O)COC(=O)c2ccc(Cl)nc2)sc(C)c1C | -2% | 7% | / |
| Cc1ccc(S(=O)(=O)N2[C@H](c3cccc(Cl)c3)CC(=O)[C@@H]3CN(S(=O)(=O)c4ccccc4C)[C@H](c4ccc(Cl)cc4)C[C@@H]32)cc1 | -10% | -15% | / |

By substructure, the entries above containing two or more sulfur atoms (five)
| SMILES | BRCA1 expr up | Integrin act MD | TRPV1 agonist |
| --- | --- | --- | --- |
| CN1CCc2c(sc(NC(=O)CSc3ccccc3)c2-c2nc3ccccc3s2)C1 | -21% | / | ? |
| O=S(=O)(O)c1c(NS(=O)(=O)c2ccccc2)ccc2ccccc12 | -23% | / | 4 |
| Cc1cc(C)c2nc(N(Cc3cccnc3)C(=O)CCS(=O)(=O)c3ccccc3)sc2c1 | 17% | / | -6 |
| CN(CC(=O)Nc1cccc(S(=O)(=O)N(C)c2ccccc2)c1)Cc1cccs1 | -4% | -1% | / |
| Cc1ccc(S(=O)(=O)N2[C@H](c3cccc(Cl)c3)CC(=O)[C@@H]3CN(S(=O)(=O)c4ccccc4C)[C@H](c4ccc(Cl)cc4)C[C@@H]32)cc1 | -10% | -15% | / |

The list continues.
| SMILES | BRCA1 expr up | Integrin act MD | TRPV1 agonist |
| --- | --- | --- | --- |
| O=C(O)Cn1ccnc1[N+](=O)[O-] | 30% | 7% | / |
| COc1ncnc2c1ncn2CCCN(C)Cc1ccco1 | 9% | 1% | / |
| Cc1ccccc1NC(=O)Cc1nc(COC(=O)c2nccnc2N)cs1 | 21% | 2% | / |
| CC1=C2C3OC(=O)C(C)C3CCC2(C)C=C(Cl)C1=O (configuration not stated) | 2% | 3% | / |
| Cc1ccc(S(=O)(=O)N(C)c2ccc(C(=O)NCC(c3ccccc3)N3CCCC3)cc2)cc1 (configuration not stated) | -14% | -31% | / |
